Assay outcomes as filed in PubChem BioAssay.
MKP-3 inhibition = MKP-3 phosphatase inhibitors, primary screen, biochemical, rat enzyme, in vitro (AID 425) | Dual specificity protein phosphatase 6 (Rattus norvegicus) | recombinant MKP-3 phosphatase activity, fluorescence; higher % means a stronger effect | one-dose inhibition, % at 20 µM; IC50 in µM for titrated hits | actives 0.17% (n = 110,000); in the data active = inhibition above about 50%;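 note: plate controls were vehicle for no effect and reference inhibitor for full effect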
Hsp70 inhibitors = Hsp70 inhibitors, probe displacement, primary screen, biochemical, fluorescence polarization (AID 583) | Hsp70 fluorescence polarization probe displacement, mP; higher % means a stronger effect | displacement, % at 20 µM; hits with a dose series show IC50 in µM | actives 0.06% (n = 140,000); in the data active = displacement above about 50%;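 note: plate controls were vehicle for no effect and reference ligand for full effect; a part of the inactive calls stands beside numbers as strong as those of hits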
The depositor's hits bear a star; nt = not tested or not shown; & = joins results of further samples.

| MKP-3 inhibition | Hsp70 inhibitors | SMILES |
| --- | --- | --- |
| -6.6% | 3.2% | COC(=O)c1ccc(CSc2nc3c(cnn3-c3ccc(F)cc3)c(=O)[nH]2)o1 |
| 1.4% | 1.4% | CCOc1ccc(N2C(=O)CC(NCc3cccnc3)C2=O)cc1 (centres undefined) |
| -9.3% | 0.2% | C=CCOC(=O)C1=C(C)NC(SCC(=O)N(CC)CC)=C(C#N)C1c1ccco1 (centres undefined) |
| -14.0% | -2.7% | COc1ccc(-c2nn3cnnc3s2)cc1OC |
| -1.9% | -1.6% | CCOC(=O)c1ccccc1NC(=O)CN(c1ccc(Br)cc1)S(C)(=O)=O |
| -0.9% | 2.3% | Cc1onc(-c2ccccc2)c1C(=O)Nc1ccc(Cl)cc1Cl |
| -5.9%&1.8% | -5.4%&1.1% | COC(=O)c1c(C)oc2ccc(OC(=O)N3CCOCC3)cc12 |
| 0.7% | 0.2% | COc1ccc(N/C(C)=C\C(=O)Nc2ccccc2)cc1 |
| nt | 3.7% | Cc1onc(-c2ccccc2Cl)c1C(=O)OCn1nnc2ccccc2c1=O |
| -0.8% | -1.4% | CCc1ccc2oc(-c3ccc(NC(=O)c4ccccc4[N+](=O)[O-])cc3)nc2c1 |
| -2.4% | 1.2% | CCOc1ccccc1OCCOCCN1CC(C)OC(C)C1 (centres undefined) |
| -4.0% | -1.8% | Cc1c(NC(=O)C(C)N2C(=O)c3ccccc3C2=O)c(=O)n(-c2ccccc2)n1C (centres undefined) |
| -16.1% | -1.4% | O=C(CN1CCN(c2ccc(F)cc2)CC1)Nc1nnc(-c2ccccc2)s1 |
| nt | -1.3% | COc1ccc(C(C)(C)C)cc1NC(=O)c1cncc(Br)c1 |
| -3.2% | 1.3% | O=C(/C=C/c1cccc([N+](=O)[O-])c1)Nc1ccc2oc(-c3ccccc3F)nc2c1 |
| 1.1% | 2.5% | CCOC(=O)Cc1nnc(Nc2ccc(Nc3nnc(CC(=O)OCC)c4ccccc34)cc2)c2ccccc12 |
| 3.9% | 2.5% | CCOC(=O)c1c(NC(=O)CSc2nnc(C)c(=O)[nH]2)sc2c1CCC2 |
| -8.1% | -3.4% | CCC(OC(=O)c1ccco1)C(=O)NCc1ccc(C)cc1 (centres undefined) |
| 3.0% | 16.2% | COc1cc(Br)c(/C=c2/sc3nc4ccccc4n3c2=O)cc1OC |
| -0.5% | -5.4% | O=C(/C=C/c1ccccc1Cl)NC1CC2CCC1C2 (centres undefined) |
| -6.7% | -2.7% | C=C(C)CSc1nnc([C@@H](NC(=O)OC(C)(C)C)C(C)CC)o1 (some centres undefined) |
| -2.7% | -5.0% | CN(C)c1nc(N)nc(-c2ccco2)n1 |
| -3.4% | 7.2% | S=C(c1ccc(-c2cc(Cl)ccc2Cl)o1)N1CCOCC1 |
| 0.6% | 4.2% | O=C(NCCN1CCOCC1)C1CCCC1 |
| -1.9% | -3.4% | O=C(CN1CCC(n2nnc3cc(F)ccc32)CC1)Nc1ccccc1N1CCOCC1 |
| 0.6% | -1.3% | CC(=O)NC(NS(=O)(=O)c1ccccc1)(C(F)(F)F)C(F)(F)F |
| 1.6% | 0.5% | CNC(=O)C(C)NC(=O)C12CC3CC(CC(C3)C1)C2 (centres undefined) |
| -0.9% | -12.5% | Cc1onc(-c2ccccc2Cl)c1C(=O)Oc1cc(N)n(S(=O)(=O)c2ccc(F)cc2)n1 |
| nt | -1.0% | Cc1sc2ncnc(N3CCN(CCOc4ccc(Cl)cc4)CC3)c2c1C |
| 3.3% | 1.4% | CCN(CC)S(=O)(=O)c1cccc(C(=O)Nc2ccccc2)c1 |
| -3.4% | -2.0% | O=C(Nc1ccc2ccc3cccc4ccc1c2c34)c1ccccc1 |
| 5.0% | -4.0%&-0.7% | CS(=O)(=O)N(Cc1ccc(Cl)cc1)c1ccc(C(=O)N2CCN(c3ccccc3)CC2)cc1 |
| -3.3% | -1.0% | Cc1onc(-c2ccccc2)c1C(=O)Nc1cccnc1 |
| -37.1% | -0.5% | CCOC(=O)c1ccc2c(c1)nc(SC/C(O)=C(\C#N)c1nc3ccccc3[nH]1)n2CC |
| 4.0% | -4.0% | O=C(Nc1ccccc1C(=O)O)c1cccc(S(=O)(=O)NC2CCCCC2)c1 |
| nt | -1.4% | CCc1nnc(NC(=O)CSc2nnc(-c3ccc(S(=O)(=O)N4CCCC4)cc3)n2CC)s1 |
| -5.9% | -3.7% | Cc1cc(C)n(CC2CC(=O)N(c3ccc(Cl)c(Cl)c3)C2=O)n1 (centres undefined) |
| -11.8% | 0.4% | CC(=O)N1CCc2c(sc(NC(=O)CN3C(=O)CCC3=O)c2C(N)=O)C1 |
| 3.0% | 2.5% | COC(=O)C1=C(C)NC(C)=C(C(=O)OC)C1c1c(F)cccc1Cl |
| -2.2% | -1.9%&-2.5% | S=C1NCCOCCOCCOCCN1 |
| 0.0% | 1.0% | COc1ccc(C(=O)N2c3ccc(C)cc3C(Nc3ccc(C)cc3)CC2C)cc1 (centres undefined) |
| 4.7% | 4.9% | O=C(CSc1nnc(COc2ccc3c(c2)CCCC3)o1)Nc1ccc(F)cc1 |
| nt | -3.1% | C=C(C)CSc1nc2nc(C)c(Br)cc2[nH]1 |
| 2.2% | 3.4% | Cc1ccc(-c2cc(C(F)F)nc(N3CCC(C)CC3)n2)cc1 |
| nt | -1.5% | CCCS(=O)(=O)NCc1cn2cccc(C)c2n1 |
| 1.5% | 1.2% | COc1ccc(N(C(=O)c2cccc(OC)c2OC)C2C=CS(=O)(=O)C2)cc1 (centres undefined) |
| -7.7% | 7.4% | Cc1ccc(NC(=O)CSc2nnc(-c3cnccn3)n2Cc2ccco2)cc1 |
| nt | -0.2% | CCOC(=O)c1c(NC(C)=O)sc2c(OC(C)=O)cccc12 |
| 2.1% | -0.7% | CC(Oc1ccccc1)C(=O)Nc1ccccc1C(=O)O (centres undefined) |
| -16.3% | -2.2% | O=C(CN1CCOCC1)Nc1ccccc1-c1ccccc1 |
| 0.4% | 0.1% | C=CCc1cccc2cc(C(=O)OCC(=O)c3ccccc3)c(=O)oc12 |
| nt | 1.7% | Cc1nc([N+](=O)[O-])c(Br)n1CC(=O)c1ccc(Br)cc1 |
| 1.1% | 3.7% | O=C(O)c1ccccc1-c1ccccc1C(=O)Nc1ccc(-c2nc3ccccc3o2)cc1 |
| -0.6% | 5.0% | O=C(c1cc2n(n1)C(C(F)(F)F)CC(c1ccccc1)N2)N1CCCc2ccccc21 (centres undefined) |
| 0.0% | -1.3% | Cc1cnc(C(=O)OCC(=O)Nc2ccc(Cl)cc2Cl)cn1 |
| -1.4% | -2.4% | Cc1cccc(C(=O)Nc2cc(C(N)=O)cc(C(N)=O)c2)c1 |
| nt | 2.4% | COC(=O)C1=C(C)NC(=S)N(C(C)=O)C1c1ccccc1 (centres undefined) |
| 0.2%&5.4% | 2.2%&0.2% | Cc1ccc(NC2=NC3(CCCCC3)N=C(N)N2)c(C)c1 |
| -3.5% | -0.6% | CC1CCCC(C)N1C(=O)c1cc(-c2cccs2)on1 (centres undefined) |
| -2.4% | -4.2% | COc1cc(C2C(C(=O)OC(C)C)=C(C)Nc3[nH]c(=O)[nH]c(=O)c32)ccc1O (centres undefined) |

Shown field by field: part of the list above
> Cc1onc(-c2ccccc2)c1C(=O)Nc1ccc(Cl)cc1Cl
  MKP-3 inhibition = -0.9%; Hsp70 inhibitors = 2.3%
> COC(=O)c1c(C)oc2ccc(OC(=O)N3CCOCC3)cc12
  MKP-3 inhibition = -5.9%&1.8%; Hsp70 inhibitors = -5.4%&1.1%
> COc1ccc(N/C(C)=C\C(=O)Nc2ccccc2)cc1
  MKP-3 inhibition = 0.7%; Hsp70 inhibitors = 0.2%
> Cc1onc(-c2ccccc2Cl)c1C(=O)OCn1nnc2ccccc2c1=O
  MKP-3 inhibition = nt; Hsp70 inhibitors = 3.7%

Later entries
| MKP-3 inhibition | Hsp70 inhibitors | SMILES |
| --- | --- | --- |
| -0.4% | 3.8% | Cc1ccc(N2C(=O)/C(=C/c3ccc(Cl)cc3)SC2=S)cc1C |
| 1.6% | -0.1% | CCN(CCCn1c(SCC#N)nc2ccccc2c1=O)c1ccccc1 |
| 8.8% | 0.0% | CCCCCn1c(CNC(C)=O)nc2ccccc21 |
| 4.5% | 5.7% | O=C1CC(c2ccccc2)CC(O)=C1C=NCCO (centres undefined) |
| 11.0% | 1.7% | O=C(O)Cc1ccc(OCCCCOc2ccc(CC(=O)O)cc2)cc1 |
| nt | -2.1% | CC1=CCC2C(=O)N(c3ccc4ccccc4n3)C(=O)C2C1 (centres undefined) |
| 4.7% | 3.4% | Cc1cc(C)c(N2CCN(S(=O)(=O)N3CCCCCC3)CC2)c(C)c1 |
| -3.8% | -1.1% | Cn1c(=O)[nH]c(=O)c2c1nc(Sc1ncccn1)n2CCCc1ccccc1 |
| 3.1% | -0.3% | CCOC(=O)C1=C(O)/C(=C\c2ccc(OC)cc2)SC1=Nc1cccc(Cl)c1 |
| -0.5% | 3.2% | O=C(NC(=S)N1CCCCC1)c1ccc(Br)cc1 |
| 0.4% | -3.8% | O=c1c2ccccc2nc(/C=C/c2c(O)ccc3ccccc23)n1-c1ccc(O)cc1 |
| 0.7% | 1.5% | COc1ccc(/C=N\N2CCN(c3ccccc3OC)CC2)cc1OC |
| -7.2% | -4.4% | Cc1ccc(C)c2[nH]c(=O)c(CN(Cc3ccco3)S(=O)(=O)c3ccc4c(c3)OCCO4)cc12 |
| -1.4% | -0.3% | COCCN1C=C(C(=O)OC)C(c2cc3c(cc2Br)OCO3)C(C(=O)OC)=C1 |
| 6.9% | 3.5% | C=CCc1ccccc1OCC(O)CNC (centres undefined) |
| 0.5% | 3.7% | CCOC(=O)C1=C(C)NC(=O)NC1c1c(OCC(=O)N2CCCCC2)ccc2ccccc12 (centres undefined) |
| 10.0% | 2.0% | CCOC(=O)N1CCN(C(=O)CCC(=O)N2CCOc3ccc(C)cc32)CC1 |
| -2.8% | 4.0% | CC1=C(C(=O)c2ccccc2)C(c2ccccc2)NC(=O)N1 (centres undefined) |
| nt | 1.8% | Cc1ccc(S(=O)(=O)N(C)Cc2ccc(-c3nnco3)cc2)cc1 |
| 2.0% | -1.9% | C/C(=N\N=C1\NC(=O)C(CC(=O)Nc2ccccc2C(F)(F)F)S1)c1ccc([N+](=O)[O-])cc1 (centres undefined) |
| 1.9% | -4.6% | Cc1ccc(O)c(N2C(=O)c3ccc(Oc4ccc([N+](=O)[O-])cc4)cc3C2=O)c1 |
| -2.8% | -0.2% | O=C(CSCC(=O)Nc1ccccc1[N+](=O)[O-])Nc1ccc2ccccc2c1 |
| nt | 1.2% | CCCNC(=O)CN(Cc1ccccc1F)S(=O)(=O)c1ccc(C)cc1 |
| -6.3% | -4.8% | Cc1ccc(C(=O)CNc2nc3c(c(=O)[nH]c(=O)n3C)n2Cc2ccccc2)cc1 |
| 7.9% | 9.9% | CC(CNC(=O)c1ccc(Br)o1)NC(=O)c1ccc(Br)o1 (centres undefined) |
| 5.3% | 4.0% | O=C(Nc1ccccc1C(=O)NC(Cc1ccccc1)C(=O)O)c1ccccc1 (centres undefined) |
| 1.7% | 3.5% | O=C1c2ccccc2C(=O)N1c1ncn[nH]1 |
| nt | -9.2% | CC(C)c1nccn1CCC(=O)O |
| -3.2% | 3.7% | COc1ccc(OC)c(NC(=O)C2CC(=O)N(c3ccccc3)C2)c1 (centres undefined) |
| -1.6% | -1.8% | COc1cc2c3c(c1)C1(C(=O)N3C(C)(C)C=C2C)C(C#N)=C(N)Oc2cc(C)oc(=O)c21 (centres undefined) |
| 4.8% | -0.6% | Cc1ccc(C(=O)N/C(=C\c2cccc([N+](=O)[O-])c2)C(=O)N2CCOCC2)cc1 |
| 1.4% | -1.4% | COc1ccccc1/C=C1\SC(=S)N(CCC(=O)OCCN(C)C)C1=O |
| -3.3% | -3.0% | COC(=O)c1cccc(NC(=O)NC2CCCN2S(=O)(=O)c2ccc(Cl)cc2)c1 (centres undefined) |
| -0.3% | 1.6% | Cc1ccc(Cl)c(OCCCCN2CCCCC2)c1 |
| nt | -26.4% | CCOCCCNC(=O)c1c(N)n(-c2ccc(S(N)(=O)=O)cc2)c2nc3ccccc3nc12 |
| 2.1% | -2.5% | Cc1nn(CC(=O)Nc2ccc(C(=O)N3CCCCC3)cc2)c(=O)c2ccccc12 |
| -20.4% | 3.0% | COc1ccccc1NC(=O)CSc1nnc(COc2ccc(Cl)cc2)n1Cc1ccco1 |
| -16.2% | -4.0% | O=C(NC1CCCCC1)N1CCCCCC1 |
| 2.6% | -0.1% | O=C(Nc1ccc(Cl)c(Cl)c1)Nc1nnc(-c2ccc(Br)cc2)s1 |
| -2.6% | -5.3% | COc1ccc(C2C3=C(CCCC3=O)Nc3nc(C(F)(F)F)nn32)c(OC)c1OC (centres undefined) |
| 1.1% | -0.7% | COc1ccc(Br)cc1CNC(=O)C1CCC(=O)N1C(C)C (centres undefined) |
| -11.7% | 1.0% | CCOC(=O)c1cnc(Nc2nc3ccccc3o2)nc1CN1CCN(c2ccccc2)CC1 |
| 3.8% | -7.2% | Cc1ccc2ncnc(NCc3cccnc3)c2c1 |
| -2.4% | -1.1% | CCOc1ccc(-c2nnc(SCC(=O)N3CCOCC3)o2)cc1 |
| -0.3% | 1.8% | Cc1ccc(C(=O)N/N=C/c2c3ccccc3cc3ccccc23)cc1[N+](=O)[O-] |
| 4.0% | 0.4% | COc1cc(/C=N/n2cnnc2)ccc1OCC(=O)N1CCOCC1 |
| -1.6% | 6.6% | CCN1CCCC1CNC(=O)CCNC(=O)c1cc(OC)c(OC)c(OC)c1 (centres undefined) |
| -6.0% | 2.9% | CC1CC(c2ccccc2)n2nc(NC(=O)CCc3ccccc3)nc2N1 (centres undefined) |
| 1.8% | -0.1% | O=C(NCc1ccccc1)C1CCCCC1 |
| -4.4% | -3.9% | CCOC(=O)c1oc2ccccc2c1NC(=O)c1cccs1 |
| nt | -2.1% | O=C(CCn1c(=S)oc2ccccc21)Nc1ccc2c(c1)OCCO2 |

A portion of the library; count on the stated rates, not on these rows.
